# POLK inh = qHTS for Inhibitors of Polymerase Kappa; DNA polymerase kappa (Homo sapiens), Q9UBT6; purified Pol kappa, fluorescent DNA synthesis assay, 10 min; Potency, µM (highest dose often 107 µM), for the others: top-dose activity, negative = inhibition, actives largely listed as inhibitors; actives 0.53% (n = 400,000); AID 588579, 2011; also: potency is read from the fitted curve at half-maximal effect; % is scaled to controls: 0 for no effect and ±100 for the full control effect
#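 10 nM Pol kappa was preincubated with compounds for 15 min at room temperature. Reaction started with 50 nM (final) substrate. Fluorescence read kinetically at 0 and 10 min.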
# BLM inh = qHTS Assay for Inhibitors of Bloom's syndrome helicase (BLM). RecQ-like DNA helicase BLM (Homo sapiens), P54132. Potency, µM (titrated, usually from 56.1 µM), for the others: top-dose activity change, negative = inhibition, most hits filed as inhibitors. recombinant BLM DNA unwinding, fluorescence dequenching. actives 0.2% (n = 350,000);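 also: potency is read from the fitted curve at half-maximal effect; plate controls were vehicle for no effect and no enzyme for full effect; nearly all actives have a fitted effect of over 35% in size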
# Pol iota inh = qHTS for Inhibitors of Polymerase Iota | Potency, µM (doses to about 115 µM), for the others: at the top dose activity, negative = inhibition, usual class: inhibitors | AID 588590, 2011 | Pol iota fluorescent replication assay, 10 min | actives 1% (n = 390,000); also: potency is read from the fitted curve at half-maximal effect
#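 Fluorescent replication assay read twice, at 0 min and 10 min after adding 50 nM (final) substrate. Enzyme (10 nM) and compounds were first incubated 15 min at room temperature; enzyme-free buffer wells were negative controls.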
# RXFP1 antag = qHTS Assay for Antagonists of the Relaxin Receptor RXFP1. HEK293-RXFP1, relaxin-stimulated cAMP HTRF, 30 min; active compounds read low. Relaxin receptor 1 (Homo sapiens), Q9HBX9. actives 0.59% (n = 350,000). AID 1259400, 2018. activity change, negative = inhibition, % at 57.5 µM;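 active = activity change of -60% or lower, but not beyond a set lower limit; inconclusive = change between -60% and -40%, or beyond the set limit; inactive = change above -40%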; also: % is scaled to controls: 0 for no effect and ±100 for the full control effect
# Tb PGK inh = qHTS Assay to Find Inhibitors of Phosphoglycerate Kinase | Phosphoglycerate kinase, glycosomal (Trypanosoma brucei brucei), P07378 | PGK/GAPDH coupled, Kinase-Glo luminescence, 60 min | Potency, µM (doses to about 57.5 µM), for the others: top-dose activity change, negative = inhibition, usual class: inhibitors | actives 0.043% (n = 380,000); also: potency is read from the fitted curve at half-maximal effect; % is scaled to controls: 0 for no effect and ±100 for the full control effect; nearly all actives have a fitted effect of over 60% in size
#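 Recombinant glycosomal PGK reaction used 1,3-bisphosphoglycerate generated in-well by GAPDH (100nM final) in 100mM TEA pH 7.6, 5mM MgCl2, 0.01% Tween-20. After 60 minutes at room temperature, ATP was read by Kinase-Glo Plus luminescence end-point.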
# POLB inh = qHTS Assay for Inhibitors of DNA Polymerase Beta. P06746. actives 1.3% (n = 340,000). Pol beta primer extension/strand displacement, fluorescence kinetic. Potency, µM (top dose mostly 114 µM), without a hit: at the top dose activity change, negative = inhibition, actives largely listed as inhibitors; also: potency is read from the fitted curve at half-maximal effect; % is scaled to controls: 0 for no effect and ±100 for the full control effect
#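 Values derive from four-parameter Hill fits of normalized kinetic data: reads at 0 and 10 min following addition of 50 nM substrate to 10 nM Pol beta preincubated 15 min with compound.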
# APE1 inh = qHTS Assay for Inhibitors of the Human Apurinic/apyrimidinic Endonuclease 1 (APE1); actives 0.35% (n = 350,000); recombinant APE1, TAMRA/BHQ-2 abasic DNA cleavage fluorescence; Potency, µM (titrated, usually from 65.8 µM), without a hit: at the top dose activity change, negative = inhibition, usual class: inhibitors;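 also: potency is read from the fitted curve at half-maximal effect; plate controls were vehicle for no effect and reference inhibitor for full effect; nearly all actives have a fitted effect of over 55% in size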
#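 Measures dequenching upon AP-site incision of a 5'-TAMRA/3'-BHQ-2 THF-containing duplex, 50 nM; human APE1 0.75 nM after 15 min room-temperature exposure to compound; kinetic three-point read at one-minute spacing.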
# Anesthetic bind = qHTS Assay for Identification of Novel General Anesthetics | Ferritin light chain (Equus caballus), P02791 | apoferritin/1-aminoanthracene competitive binding, fluorescence | Potency, µM (doses to about 77.5 µM), for inactives: at the top dose activity change, negative = displacement, most hits filed as inhibitors | actives 0.074% (n = 350,000) | AID 485281, 2010; also: potency is read from the fitted curve at half-maximal effect; % is scaled to controls: 0 for no effect and ±100 for the full control effect; nearly all actives have a fitted effect of over 20% in size
# Target sequence (P02791 2-175 limits assumed): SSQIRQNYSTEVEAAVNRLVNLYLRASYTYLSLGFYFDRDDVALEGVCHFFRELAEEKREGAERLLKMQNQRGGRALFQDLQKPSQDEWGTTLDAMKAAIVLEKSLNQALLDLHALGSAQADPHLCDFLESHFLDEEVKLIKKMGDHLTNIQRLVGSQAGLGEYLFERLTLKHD
#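 Steps: apoferritin (10 uM) was premixed with half-saturated 1-AMA in PBS, compounds were pin-transferred, plates stood 10 min at room temperature, fluorescence was read at 380/535 nm, and curves were fitted with a Hill equation.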
# POLH inh = qHTS for Inhibitors of Polymerase Eta. DNA polymerase eta (Homo sapiens), Q9Y253. recombinant Pol eta, fluorescent DNA replication assay. Potency, µM (top dose mostly 114 µM), without a hit: at the highest dose activity change, negative = inhibition, most hits filed as inhibitors. actives 1.2% (n = 390,000). AID 588591, 2011; also: potency is read from the fitted curve at half-maximal effect; % is scaled to controls: 0 for no effect and ±100 for the full control effect
# Target sequence (Q9Y253 whole entry, looked up): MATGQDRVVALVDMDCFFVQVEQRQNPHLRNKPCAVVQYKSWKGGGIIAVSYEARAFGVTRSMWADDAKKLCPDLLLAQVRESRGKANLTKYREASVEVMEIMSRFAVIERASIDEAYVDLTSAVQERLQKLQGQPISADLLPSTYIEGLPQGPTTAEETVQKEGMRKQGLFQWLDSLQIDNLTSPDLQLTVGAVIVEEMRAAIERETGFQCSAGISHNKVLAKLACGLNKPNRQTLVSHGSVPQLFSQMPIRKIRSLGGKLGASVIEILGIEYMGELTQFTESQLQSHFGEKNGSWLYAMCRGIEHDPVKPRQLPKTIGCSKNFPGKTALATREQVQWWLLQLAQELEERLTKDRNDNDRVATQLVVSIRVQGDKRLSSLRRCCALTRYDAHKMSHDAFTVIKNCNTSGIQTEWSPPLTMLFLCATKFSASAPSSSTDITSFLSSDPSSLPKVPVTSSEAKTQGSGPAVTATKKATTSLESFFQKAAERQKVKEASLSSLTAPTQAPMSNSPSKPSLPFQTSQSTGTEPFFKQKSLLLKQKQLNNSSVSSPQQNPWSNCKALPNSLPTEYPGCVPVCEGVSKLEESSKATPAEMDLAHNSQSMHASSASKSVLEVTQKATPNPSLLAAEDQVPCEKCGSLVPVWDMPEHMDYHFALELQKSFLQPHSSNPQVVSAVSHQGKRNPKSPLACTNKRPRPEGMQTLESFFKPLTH
#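 Fluorescent replication assay: 50 nM final substrate added after a 15 min room-temperature compound preincubation with 10 nM enzyme. Signal taken at 0 min and again at 10 min.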
# Starred values were filed as active, the others as inactive; i = inactive; ? = inconclusive; / = not tested or not shown; & = joins results of further samples; [ ] = remark or other dose. Unless noted, calls follow the shape of the dose curve; as a rule, active = well fitted curve in the direction sought with a large enough effect; inconclusive = small, poorly fitted or top-dose-only effect, or another doubt; inactive = no such curve, though single readings can be large; an effect the other way counts as inactive or inconclusive. Not all compounds are listed; count on the stated rates, not on these rows.
structure,POLH inh,POLK inh,Tb PGK inh,APE1 inh,Pol iota inh,BLM inh,POLB inh,Anesthetic bind,RXFP1 antag
COc1ccc(/C=c2\s/c(=C/C(=O)c3ccc(C)cc3)[nH]c2=O)c(OC)c1,-7%,-22%,0%,3%,93%[activator],-9%,0%,0%,-18
Cc1cc(C(=O)N/N=C/c2ccc[nH]2)n[nH]1,-20%,4%,-5%,-3%,27%,-1%,3%[57.1 µM],-6%,-21
O=C(N/N=C/c1cc(Br)c(Br)o1)c1cccnc1,11µM*,?,-11%,-4%,?,-14%,32µM*,-8%,7
Cc1cccc(/C=C/C(=O)c2ccc(N3CCOCC3)cc2)c1,/,/,/,-8%,/,-6%,3%,-14%,/
CSc1ncc2[nH]c(C(O)c3ccccc3)nc2n1 (stereo not given),-21%,0%,i,/,-14%,/,/,/,-14
Cc1ccc(N2CN(Cc3ccco3)CNC2=S)c(C)c1,-11%,-5%,-7%,4%,138%[activator],-4%,-23%,-3%,-4
O=C(NC1CCCC1)C1CCC(CNS(=O)(=O)c2ccc(F)cc2)CC1 (stereo not given),-12%,8%,i,83%[activator],7%,1%,8%,-3%,7
COc1ccc(C(=O)N2CCc3ccc(NC(=O)c4ccccn4)cc3C2)cc1F,-10%,3%,-2%,43%,26%,-5%,5%,?,-36
Cn1cc(CNC(=O)C2CCC(=O)N(Cc3cccc(C(F)(F)F)c3)C2)cn1 (stereo not given),-1%,-16%,-1%,-8%,18%,4%,24%,-2%,-9
Cc1cccc(C(=O)NC(=O)Nc2ccc(-n3nc(C(F)(F)F)cc3C(F)(F)F)cc2)c1,5%,-20%,3%,/,-1%,1%,3%,-12%,-3
Cc1c(C(=O)Nc2ccccc2Br)oc2ccc(S(=O)(=O)N3CCCCC3)cc12,-1%,-4%[60.1 µM],4%,/,-22%,-3%,15%,-15%,-7
N#Cc1c(Cc2cccc3ccccc23)nn(CCO)c1N,-1%,-1%,-9%,/,11%,/,/,/,/
Cc1c(Cl)cccc1NC(=O)NCc1ccc(F)cc1,-8%,4%,-8%,2%,-25%,0%,-22%,-2%,11
COC(=O)N/N=C/c1cc(N=Nc2ccccc2Cl)ccc1O,-12%,-10%,2%,-2%,-16%,-11%,?,-5%,-2
Clc1c(-c2nnc3n2CCCCC3)sc2ccccc12,-10%,3%,-3%,-2%,-1%,-1%,36%,?,-2
CC(=C/c1ccccc1)/C=N/n1c(-c2ccncc2)n[nH]c1=S,-5%,1%,-5%,4%,13%,-2%,-8%,-16%,-6
C=CCNC(=O)COc1c(C)ccc(C)c1C,-6%,-3%,5%,7%,-4%,-2%,29%,-10%,23
CC1(C)C=C(c2ccc(C=O)s2)CC(C)(C)N1,-11%,1%,-9%,4%,32%[activator],5%,4%,-8%,11
Cc1nc2c(sc(=S)n2Cc2ccco2)c(=O)n1CC(=O)Nc1ccccc1,-6%,-3%,i,44%,-1%,-5%,-9%,5%,-12
Cc1ccc2nc(CSc3nnc(NC(=O)COc4ccccc4F)s3)cc(=O)n2c1,-15%,-7%[60.1 µM],4%,/,-2%,0%,25%,36%[activator],1
CCCCn1c(N)c(N(CC(C)C)C(=O)Cn2c(=O)oc3ccccc32)c(=O)[nH]c1=O,-8%,-1%,-6%,-2%,34%[activator],/,/,/,?
Cc1cc(OCC(=O)OCC(=O)NCc2ccco2)ccc1Cl,-23%,-6%,-5%,25%,6%,/,/,/,-6
CCC(C)(C)c1nnc(NC(=O)c2cccc([N+](=O)[O-])c2)s1,-14%,-11%,i,-2%,3%,2%,24%,-6%,/
Cn1nccc1C(=O)OCC(=O)Nc1cccc(Cl)c1,-15%,-1%,-2%,43%[activator],-14%,/,/,/,-3
COc1ccc(NC(=O)C2CCC(CNc3c(N4CCOCC4)c(=O)c3=O)CC2)cc1Cl (stereo not given),-5%,-6%,-2%,1%,57%[activator],0%,24%,2%,2
O=C(NCCc1ccccc1)C(=O)NCC(c1cccnc1)N1CCN(c2ccc(F)cc2)CC1 (stereo not given),-11%,-20%,10%,/,-15%,-11%,-27%,321%[activator],-5
Cc1ccc(-c2noc(-c3ccc(NCc4cccnc4)c([N+](=O)[O-])c3)n2)cc1,-5%,-7%,i,/,-13%,-6%,14%,?,/
CCCC[C@]12Cc3cc(C#N)ccc3C(O1)c1c(cc(-c3ccccc3)oc1=O)O2,/,/,/,?,/,-7%[12.4 µM],3%[22.9 µM],-19%[15.3 µM],/
COc1ccc(Cl)cc1NC(=O)c1cc(C)nn1-c1ccccc1,/,-2%,/,/,37%[activator],-5%,17%,?,-12
COc1ccc([N+](=O)[O-])cc1NC(=O)Cc1c(Cl)cccc1Cl,-14%,-4%,i,-4%,150%[activator],3%,26%,-3%,-3

# Entries listed so far marked active in POLH inh.
smiles	POLH inh	POLK inh	Tb PGK inh	APE1 inh	Pol iota inh	BLM inh	Anesthetic bind	RXFP1 antag
O=C(N/N=C/c1cc(Br)c(Br)o1)c1cccnc1	11µM*	?	-11%	-4%	?	-14%	-8%	7

# Given with each value named: entries from further up
> Cc1ccc2nc(CSc3nnc(NC(=O)COc4ccccc4F)s3)cc(=O)n2c1
  POLH inh: -15%; POLK inh: -7%[60.1 µM]; Tb PGK inh: 4%; APE1 inh: /; Pol iota inh: -2%; BLM inh: 0%; POLB inh: 25%; Anesthetic bind: 36%[activator]; RXFP1 antag: 1
> CCCCn1c(N)c(N(CC(C)C)C(=O)Cn2c(=O)oc3ccccc32)c(=O)[nH]c1=O
  POLH inh: -8%; POLK inh: -1%; Tb PGK inh: -6%; APE1 inh: -2%; Pol iota inh: 34%[activator]; BLM inh: /; POLB inh: /; Anesthetic bind: /; RXFP1 antag: ?
> Cc1cc(OCC(=O)OCC(=O)NCc2ccco2)ccc1Cl
  POLH inh: -23%; POLK inh: -6%; Tb PGK inh: -5%; APE1 inh: 25%; Pol iota inh: 6%; BLM inh: /; POLB inh: /; Anesthetic bind: /; RXFP1 antag: -6
> CCC(C)(C)c1nnc(NC(=O)c2cccc([N+](=O)[O-])c2)s1
  POLH inh: -14%; POLK inh: -11%; Tb PGK inh: i; APE1 inh: -2%; Pol iota inh: 3%; BLM inh: 2%; POLB inh: 24%; Anesthetic bind: -6%; RXFP1 antag: /

# New compounds follow:
structure,POLH inh,POLK inh,Tb PGK inh,APE1 inh,Pol iota inh,BLM inh,POLB inh,Anesthetic bind,RXFP1 antag
CC(C(=O)NC1CCCc2ccccc21)N1C(=O)C2CCCCC2C1=O (stereo not given),-14%,20%,-10%,8%,7%,/,/,/,-3
O=C(c1ccc(Cn2c(=S)[nH]c3ccccc3c2=O)cc1)N1CCN(c2ccccn2)CC1,-12%,4%,i,-7%,-22%,-8%,-28%,-13%,?
COc1ccc(N=CC2CCCCC2=O)c([N+](=O)[O-])c1 (stereo not given),-5%,-12%,0%,/,29%,/,/,/,-3
NC(=O)CCCCn1ccc(NC(N)=NCC(F)(F)F)n1,/,-3%&-12%[19.4 µM],/,20%,/,4%,/,4%,/
CC(C)OCCCNC(=O)Cn1nc(-c2ccccc2)ccc1=O,0%,-5%,10%[11.5 µM],-2%,13%,-3%,13%,?,-20
CCc1noc(C)c1C(=O)Oc1ccc(N(C)S(=O)(=O)c2ccc(C)cc2)cc1,-25%,-2%,-3%,42%,22%,/,/,/,6
CCCCOC(=O)c1ccc(S(N)(=O)=O)o1,-3%,-9%,i,4%,4%,1%,6%,4%,8
CCC(C)C(NC(=O)C1CCC(C)CC1)C(=O)NCc1ccco1 (stereo not given),0%,-13%,6%,1%,-11%,0%,5%,0%,20
O=C(Oc1ccc(Cl)c2cccnc12)c1ccco1,-13%,-8%,3%,-2%,12%,-1%,6%,?,?
CCOc1ccccc1CN1CCNC(=O)C1CC(=O)NC1CCCCCCC1 (stereo not given),-7%,-9%,3%,/,21%,/,/,/,-8
Cc1ccc(SCc2[nH]nc3c2C2(C(=O)Nc4ccc(F)cc42)C(C#N)=C(N)O3)cc1 (stereo not given),-15%,-20%,-4%,0%,18%,-5%,3%,-5%,-13
Cc1cc(C(F)(F)F)nn1CC(=O)Nc1cccnc1,-2%,-3%,0%,6%,2%,-3%,17%,-10%,-19
Cc1nnc(SCC(=O)Nc2nccs2)n1N,3%,-12%,4%,2%,9%,/,/,/,5
CC1CN(S(=O)(=O)c2cccc(C(=O)Nc3ccccc3N3CCOCC3)c2)CC(C)O1 (stereo not given),-10%,0%,i,-5%,-9%,/,/,/,-15
CCN1C(=O)c2ccccc2Sc2ccc(C(=O)NCCCN(CC(C)C)CC(C)C)cc21,-14%&-20%,-1%,-7%,-11%,99%&-5%[activator],-6%&-2%,5%&13%,6%&0%,?
COc1cc(SC)ccc1C(=O)N1CCc2ccccc21,-24%,-14%,-8%,-7%,109%[activator],-4%,-26%,?,7
O=C(Cc1coc2cc3c(cc12)CCC3)NC1CCCCCCC1,-20%,0%,-3%,-4%,-8%,0%,-25%,-17%,-19
COc1ccccc1-c1noc(-c2ccc(NC3CCCC3)c([N+](=O)[O-])c2)n1,1%,-4%,10%,/,?,-8%,?,-7%,/
CCSc1nnc(NC(=O)c2ccccc2)s1,-18%,4%,-16%,-1%,16%,1%,-7%,-13%,-1
